# HTR5A ag: counter-screen for OPRM1-OPRD1 agonists: human HTR5A agonism. P47898. HTR5A agonist assay, luminescence, cell-based. activation, % at 9.3 µM. 340,000 tested, 0.61% active. AID 504692; in the data active = activation mostly above about 9.5%, no sharp cut-off; inactive = mostly below about 7.6%;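 also: 0% = cells with vehicle only and 100% = reference agonist; strong numbers were not always called active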
# Target sequence (P47898 whole entry, looked up): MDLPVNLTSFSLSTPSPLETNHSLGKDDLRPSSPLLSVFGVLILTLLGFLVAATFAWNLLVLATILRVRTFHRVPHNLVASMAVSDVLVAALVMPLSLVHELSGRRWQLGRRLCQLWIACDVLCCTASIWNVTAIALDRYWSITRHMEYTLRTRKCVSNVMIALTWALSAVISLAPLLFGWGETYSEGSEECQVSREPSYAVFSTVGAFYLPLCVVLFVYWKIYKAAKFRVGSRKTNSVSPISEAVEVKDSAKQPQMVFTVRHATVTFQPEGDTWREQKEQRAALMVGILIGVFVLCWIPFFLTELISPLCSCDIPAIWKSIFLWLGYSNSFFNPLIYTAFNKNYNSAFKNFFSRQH
# Pemphigus Ab inh: human desmoglein-3 autoantibody binding inhibition | P32926 | DSG3-coupled beads, scFv-anti-DSG3-GFP binding, flow cytometry; hits give low values | binding (percent of control), % at 10 µM | 310,000 tested, 0.48% active | AID 588358;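 active = binding more than 3 SD below its plate's average and above zero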;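 also: hits lower antibody fragment binding to DSG3; some compounds called inactive have numbers as strong as hits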
# PKA-R1A act: activates the PKA-R1A holoenzyme complex | PKA-R1A dissociation, Cy5-IP20 fluorescence polarization; scaled: DMSO 0%, 113 µM cGMP 100% | 340,000 tested, 0.083% active | activation, % at 11.4 µM;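 active = percent activation above the mean of all tested compounds plus 3 SD, cut at about 19% in these data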;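 also: higher means more PKAc released from R1A so a rise in polarization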
# V-ATPase pHluor: alters yeast V-ATPase proton transport; S. cerevisiae, pHLuorin cytosolic pH fluorescence; response, % at 10 µM; 350,000 tested, 0.37% active; in the data active = response mostly above about 7.3%, no sharp cut-off; inactive = mostly below about 5.4%; also: actives read high; inactives centre near 0; some compounds called inactive have numbers as strong as hits; reference of the scale not given here
# Arrestin-AP2 inh: inhibitors of human beta-arrestin and AP2 interaction; FITC-arrestin peptide / GST-AP2 beads, flow cytometry; AP2 beta2 appendage carries R879A mutation; inhibition, % at 10 µM; 340,000 tested, 0.31% active;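 active = inhibition above a set limit, near 3 SD of compounds lacking own fluorescence, cut at about 54% in these data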;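 also: plate controls were DMSO wells for no effect and 5 µM unlabelled arrestin peptide for full effect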
#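 System: GST-tagged AP2 beta2-adaptin appendage (R879A) on 4 µm glutathione beads / Reagent: FITC-arrestin peptide, 50 nM / Detection: HyperCyt-sampled flow cytometry, FL1 channel, ex 488/em 535 nm / Timing: 12 min plus 1 h, RT / Buffer or medium: PBS plus Tween 20 (0.05%) and BSA (0.1%)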
# MOR-DOR ag: OPRM1-OPRD1 heterodimerization agonism | activation, % at 9.3 µM | 340,000 tested, 0.3% active | cells, luminescence | P35372+P41143; in the data active = activation above about 18%;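 also: 0% = vehicle-treated cells and 100% = reference agonist; values of inactives mirror those of a sister screen read the other way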
# PKA-R2B act: PKA-R2B complex activation | PKA-R2B holoenzyme dissociation, Cy5-IP20 fluorescence polarization; R2B truncated from residue 108, S112A mutant; 0% DMSO only, 100% 113 µM cGMP | 340,000 tested, 0.079% active | P22694+P31323 | activation, % at 11.4 µM;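 active = activation above a cutoff set at the mean over all compounds plus 3 SD, cut at about 18% in these data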;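 also: higher means more holoenzyme dissociation and a rise in polarization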
# HTR5A inv ctr: inverse agonist of human HTR5A in OPRM1-OPRD1 counter-screen; inhibition, % at 9.3 µM; HTR5A cell line, luminescence, inverse agonism; 340,000 tested, 0.083% active; in the data active = inhibition mostly above about 23%, no sharp cut-off; inactive = mostly below about 18%;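 also: 0% = cells with DMSO and 100% = no-cell wells with DMSO; some compounds called inactive have numbers as strong as hits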
# OPRM1-OPRD1 inv: inverse agonist of human OPRM1-OPRD1 heterodimerization; inhibition, % at 9.3 µM; 340,000 tested, 0.21% active; AID 504357; cell-based MOR-DOR heterodimer luminescence, inverse agonism; P35372+P41143; in the data active = inhibition above about 22%, passing the limit was not always enough;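 also: 0% = cells with DMSO and 100% = wells without cells with DMSO; values of inactives mirror those of a sister screen read the other way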
# DAGLB inh: blocks human DAGLB lipase activity | HEK293T DAGLB membrane lysate, EnzChek fluorogenic substrate | 340,000 tested, 0.059% active | AID 504411 | Q8NCG7 | inhibition, % at 5.17 µM; in the data active = inhibition above about 34%;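 also: 0% = enzyme with vehicle and 100% = wells lacking enzyme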
# Target sequence (Q8NCG7 whole entry, looked up): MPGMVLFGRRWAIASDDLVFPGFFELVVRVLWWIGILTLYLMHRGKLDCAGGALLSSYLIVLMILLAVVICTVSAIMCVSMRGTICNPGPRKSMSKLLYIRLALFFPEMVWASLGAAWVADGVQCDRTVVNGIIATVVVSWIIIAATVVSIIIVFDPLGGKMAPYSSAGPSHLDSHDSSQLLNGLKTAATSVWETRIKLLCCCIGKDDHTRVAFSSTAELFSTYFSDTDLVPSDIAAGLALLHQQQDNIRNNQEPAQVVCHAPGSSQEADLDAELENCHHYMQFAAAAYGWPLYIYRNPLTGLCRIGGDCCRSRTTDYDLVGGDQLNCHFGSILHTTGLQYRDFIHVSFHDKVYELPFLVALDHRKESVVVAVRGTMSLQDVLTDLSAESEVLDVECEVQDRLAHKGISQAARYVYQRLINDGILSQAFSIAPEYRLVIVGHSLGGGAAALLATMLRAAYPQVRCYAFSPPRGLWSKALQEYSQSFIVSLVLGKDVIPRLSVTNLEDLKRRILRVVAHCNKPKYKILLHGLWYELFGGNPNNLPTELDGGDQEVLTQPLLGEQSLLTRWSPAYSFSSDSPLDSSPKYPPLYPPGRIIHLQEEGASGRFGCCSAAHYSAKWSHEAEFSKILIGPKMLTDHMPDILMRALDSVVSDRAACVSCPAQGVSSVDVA
# * marks the source's active call; other numbers are inactive results; · = no result given.
# Start of the data: the first 4 compounds (preview)
SMILES,HTR5A ag,Pemphigus Ab inh,PKA-R1A act,V-ATPase pHluor,Arrestin-AP2 inh,MOR-DOR ag,PKA-R2B act,HTR5A inv ctr,OPRM1-OPRD1 inv,DAGLB inh
Cc1ccc(OC(=O)C(F)(F)F)c2c1NCCC2,1,91,-4,1,9,-0.8,6,22,5,1
Cc1ccc(S(C)(=O)=O)cc1C(=O)OCC(=O)N1CCCC1=O,2,100,5,-6,2,-0.3,-3,-17,2,1
COc1ccc(OC)c(CN2CCC(Cc3ccccc3)CC2)c1,0,97,-2,3,-10,-0.6,-1,0,3,-1
C=CCn1c2ccccc2c(=O)c2cc(C#CC[C@@H](C)O)ccc21,12,104,-2,1,4,1.9,5,-18,-11,-1

# The list itself, from the first entry:
SMILES,HTR5A ag,Pemphigus Ab inh,PKA-R1A act,V-ATPase pHluor,Arrestin-AP2 inh,MOR-DOR ag,PKA-R2B act,HTR5A inv ctr,OPRM1-OPRD1 inv,DAGLB inh
Cc1ccc(OC(=O)C(F)(F)F)c2c1NCCC2,1,91,-4,1,9,-0.8,6,22,5,1
Cc1ccc(S(C)(=O)=O)cc1C(=O)OCC(=O)N1CCCC1=O,2,100,5,-6,2,-0.3,-3,-17,2,1
COc1ccc(OC)c(CN2CCC(Cc3ccccc3)CC2)c1,0,97,-2,3,-10,-0.6,-1,0,3,-1
C=CCn1c2ccccc2c(=O)c2cc(C#CC[C@@H](C)O)ccc21,12,104,-2,1,4,1.9,5,-18,-11,-1
CCOC(=O)c1ccc(NC(=O)CNNC(=O)COc2ccccc2C)cc1,-3,·,1,1,-1,-1.6,-14,-5,6,-6
CCCC(NC(=S)NCC1CCCO1)C12CC3CC(CC(C3)C1)C2 (configuration not stated),11,97,16,0,29,4.7,7,-30,-24,-10
COc1ccc(Nc2cc3n(c(=O)n2)CCc2cc(OC)c(OC)cc2-3)c(C)c1,0,102,-8,-1,-9,-3.4,8,-1,15,1
Cn1c(O)c(N=NC(=N)N)c2ccccc21,3,103,-7,3,-10,-1.6,-2,-9,8,-3
Nc1ccccc1C(=O)Nc1cccc(C(=O)O)c1,-1,110,-12,5,31,-1.6,-6,-3,9,2
CCOc1ccc(C=NC23CN4CN(CN(C4)C2)C3)cc1,2,108,-10,-1,0,2.6,-5,-26,-14,-1
CCOC(=O)C1CCN(C(=O)c2cc3ccccc3oc2=O)CC1,9,94,4,9,11,-1.5,-5,-17,8,2
Cn1c(C(=O)Nc2ccccc2)cc2sccc21,-1,·,2,-1,18,-2.5,-6,-16,15,-4
COc1ccc(C(=O)NCCN2CCOCC2)cc1S(=O)(=O)Nc1ccc(C)cc1,0,102,0,1,9,-1.4,-4,1,6,-1
CNC(=O)c1c(NC(=O)c2ccc3ncsc3c2)sc(C)c1C,0,90,-2,2,-8,-0.8,4,0,5,0
CC(=O)OCCNc1cc(N2CCN(C)CC2)c2noc3c2c1C(=O)c1ccccc1-3,-2,90,-14,7,19,2.2,-7,6,-13,5
CCC1(CC)Cc2ccccc2-c2nc3ccccc3c(=O)n21,1,105,-2,4,25,7.8,-4,-23,-41,-8
Cc1ccc(S(=O)(=O)N/N=C\c2ccc([N+](=O)[O-])o2)cc1C,-4,104,-6,0,-5,-0.5,1,-3,4,0
O=C(O)c1ccccc1C(=O)Nc1c(-c2ccccc2)nc2ccccn12,-3,106,3,4,44,-1.4,4,12,7,-3
COc1cc(Nc2ccc(C(=O)O)cc2[N+](=O)[O-])cc(OC)c1,-5,110,-8,1,-4,-1.2,-8,10,9,9
CCN(CCCNC(=O)CC(C(=O)N1CCc2ccccc21)n1ccnc1)c1ccccc1 (configuration not stated),-2,107,-7,0,-5,-2.4,-8,0,13,6
C=CCC(O)(CC=C)CNC(=O)c1ccc(OC)c(OC2CCN(C(C)=O)CC2)c1,0,115,3,-4,-23,-1.2,-5,-28,6,1
CC(=O)C(Sc1ccc2nnc(-c3cccnc3)n2n1)C(C)=O,-3,105,4,3,5,-0.8,-4,9,6,-3
CN(C1CCCCC1)C(CNS(=O)(=O)c1ccc(Cl)cc1)c1ccccc1 (configuration not stated),2,105,1,-3,-14,-1.8,1,3,10,-7
O=C(COc1ccc(Br)cc1)NC(=S)Nc1ccccc1N1CCOCC1,1,112,-9,5,-5,1.6,0,-13,-9,-13
O=C(Cn1cnc2scc(-c3ccc(Br)cc3)c2c1=O)N1CCOCC1,4,99,4,-8,8,-3.5,6,-11,18,-1
CSCCC(NC(=O)c1cccc(C)c1)C(=O)OCC(=O)Nc1c(C)nn(-c2ccccc2)c1C (configuration not stated),-1,101,4,7,16,-1.4,-11,2,9,1
O=C(Nc1cccc2c1CCCC2)c1cccc(F)c1,0,113,4,0,-6,-0.2,0,0,1,-3
O=C(c1scc2c1CCCC2)N1CCCCC1,-1,103,9,2,-1,-2.8,1,-9,15,-2
C=CCN(C(=O)c1csnn1)C(C(=O)NC1CCCC1)c1ccccc1 (configuration not stated),-5,104,-1,0,-3,-2.0,-8,14,10,0
C=CCOC(=O)/C(=C/c1cccnc1)NC(=O)c1ccccc1,0,·,-13,8,19,-2.1,-10,-44,10,-2
O/N=C\c1cccn1-c1ccc(Br)cc1,4,104,-3,5,8,-3.0,-2,-8,15,-1
COc1cc2nc(=S)n3[nH]c(CCn4c(C)nc5ccccc54)nc3c2cc1OC,2,102,7,-3,6,-2.6,1,22,15,1
O=C(CN1C(=O)c2ccccc2C1=O)NCc1ccc(N2CCOCC2)cc1,-8,·,1,6,-1,-0.7,-4,21,3,1
COC(=O)c1cccc(-n2c(CCC(=O)O)ccc2-c2cccs2)c1,7,97,-3,-2,33,-3.8,3,2,20,-2
Cc1ccc(NC(=O)C2CCN(S(=O)(=O)c3cnc[nH]3)CC2)cc1C,3,117,4,-2,9,-2.1,-16,13,11,0
O=C1C(NS(=O)(=O)c2cccs2)=C(N2CCN(c3ccccc3)CC2)C(=O)c2ccccc21,-5,97,-3,-1,-2,0.1,-13,13,0,6
O=C(Nc1c2c(nn1-c1ccc(F)cc1)CS(=O)(=O)C2)c1ccc(Br)o1,-2,100,9,0,-2,-1.6,4,-12,8,-1
CCOC(=O)c1c(-c2ccc(C)c(C)c2)csc1NC(=O)C1CC=CCC1C(=O)O (configuration not stated),2,102,4,-1,25,-1.4,-8,-3,6,8
CCN(CC(=O)Nc1ccc(NC(C)=O)cc1)C(=O)/C=C/c1c(C)nn(-c2ccc(F)cc2)c1C,-1,·,1,2,9,-0.2,2,0,1,2
Nc1ncnc2c1ncn2CCc1ccccc1,-4,114,-3,4,10,-1.1,2,13,5,-1
Cc1ccc(Cc2c(C)nc3nc(SCC(=O)NCCCN4CCOCC4)nn3c2C)cc1,3,89,4,-4,-17,-2.1,-2,-3,11,0
N/C(=N\OC(=O)CCCOc1ccccc1)c1cccc(Br)c1,-3,96,-9,3,5,1.6,-6,-9,-8,-11
COc1cccc(/C=N/NC(=O)C(=O)Nc2ccccc2OC(F)(F)C(F)F)c1,-2,92,-6,1,-5,5.5,-4,-13,-30,-2
COc1ccccc1COC(=O)Nc1c(C)nn(C)c1Cl,1,89,11,1,-3,-1.7,-5,-3,9,-2
CCn1cc(/C=N\NC(=O)c2ccc3c(c2)c(C)c(C)n3Cc2ccccc2)c(C)n1,1,·,-12,4,27,-1.4,-19,-15,7,1

# Five compounds out of the list, arranged by molar mass, descending.
SMILES,HTR5A ag,Pemphigus Ab inh,PKA-R1A act,V-ATPase pHluor,Arrestin-AP2 inh,MOR-DOR ag,PKA-R2B act,HTR5A inv ctr,OPRM1-OPRD1 inv,DAGLB inh
COc1ccc(Nc2cc3n(c(=O)n2)CCc2cc(OC)c(OC)cc2-3)c(C)c1,0,102,-8,-1,-9,-3.4,8,-1,15,1
O=C(CN1C(=O)c2ccccc2C1=O)NCc1ccc(N2CCOCC2)cc1,-8,·,1,6,-1,-0.7,-4,21,3,1
COC(=O)c1cccc(-n2c(CCC(=O)O)ccc2-c2cccs2)c1,7,97,-3,-2,33,-3.8,3,2,20,-2
CCCC(NC(=S)NCC1CCCO1)C12CC3CC(CC(C3)C1)C2 (configuration not stated),11,97,16,0,29,4.7,7,-30,-24,-10
O=C(Nc1cccc2c1CCCC2)c1cccc(F)c1,0,113,4,0,-6,-0.2,0,0,1,-3

# (continued)
SMILES,HTR5A ag,Pemphigus Ab inh,PKA-R1A act,V-ATPase pHluor,Arrestin-AP2 inh,MOR-DOR ag,PKA-R2B act,HTR5A inv ctr,OPRM1-OPRD1 inv,DAGLB inh
Cc1ccccc1CSCCNC(=O)c1ccccc1,0,128,4,3,-2,-1.6,-10,-6,9,-2
O=C(Cc1ccc(S(=O)(=O)N2CCOCC2)s1)Nc1ccc(N2CCOCC2)cc1,0,97,-4,0,6,0.0,5,15,0,2
CC(=O)c1c(C)[nH]c(C(=O)CSc2nnc(-c3ccc(Cl)cc3)n2CC2CCCO2)c1C (configuration not stated),-2,103,-3,0,22,1.5,2,-12,-7,-2
Cc1cc(N2CCCc3ccccc32)n2ncnc2n1,-5,111,10,-6,2,-0.4,6,13,2,2
CCOc1ccc(CCNC(=O)CCc2nnc3ccc(N4CCOCC4)nn23)cc1OCC,2,108,-2,-1,11,-1.1,-5,-4,6,0
Cn1nnnc1SCC(=O)Nc1ccc2c(c1)OCO2,3,102,-5,-3,-32,-3.1,-4,5,16,3
COc1ccc(CNC(=O)CCNS(=O)(=O)c2ccc(Cl)cc2)cc1,-1,·,10,-1,3,-1.0,-6,-9,5,1
Cc1ccc(NC(=O)c2ccc(CSc3ncnc4nc[nH]c34)cc2)c(C)c1,-2,98,-5,2,6,-0.1,5,4,0,1
CCOC(=O)C(CCCOc1ccc(C(C)CC)cc1)C(=O)OCC (configuration not stated),1,96,2,1,-1,4.8,-10,-4,-26,-13
CCCc1cc(CNC(=O)C2CCC(=O)N(Cc3ccccc3F)C2)on1 (configuration not stated),4,107,1,-2,12,-1.6,-1,-15,9,0
CCCC[n+]1c(-c2ccc(Cl)cc2Cl)csc1Nc1ccccc1,2,110,7,1,-5,0.1,-6,12,-1,-10
Cn1c(Cc2cccs2)nnc1SCc1nc2ccccc2[nH]1,-1,106,-14,-6,20,-2.1,5,-10,12,2
CSc1nc2c(c(=O)n1-c1ccc(F)cc1)SCC2,4,101,5,0,1,-2.5,-6,0,14,1
CC1(C(=O)O)CCC(C(=O)N2CCOCC2)C1(C)C (configuration not stated),-7,76,5,2,-9,-1.8,-1,-23,11,-3
O=C(NCc1cccs1)c1cc(-c2cccs2)on1,-4,127,-6,0,-7,0.8,-4,18,-4,-10
COc1cc2c(cc1OC)C1CCN3C(=O)CCC3N1CC2 (configuration not stated),0,104,3,1,-1,2.0,-4,1,-9,-4

# Source: PubChem (several laboratories)

# Rows were taken by chance (roughly 2.4% active in at least one column).
